Screening results as filed in PubChem.
All columns: NCI-60 one-dose screen, growth in % after 48 h at 10 µM unless noted; 100 = growth as untreated, 0 = no growth, -100 = all killed.
CAKI-1 = CAKI-1 renal cancer | 75,000 compounds, 4.7% hits | AID 1794772
ACHN = ACHN renal cancer; 81,000 compounds, 4.9% hits
A498 = A498 renal cancer cells | 76,000 compounds, 5.4% hits | AID 1794774
OVCAR-4 = OVCAR-4 ovarian cancer cells. 80,000 compounds, 3.7% hits. AID 1794784
OVCAR-3 = OVCAR-3 ovarian cancer. 79,000 compounds, 7% hits. AID 1794787
OVCAR-8 = OVCAR-8 ovarian cancer; 81,000 compounds, 4.4% hits; AID 1794782
RXF 393 = RXF 393 renal cancer cells; AID 1794773; 77,000 compounds, 6.9% hits
OVCAR-5 = OVCAR-5 ovarian cancer. 82,000 compounds, 2.9% hits. AID 1794783
* = called active by the depositor; · = not tested or not shown; & = joins results of further samples. How the source made its calls: active means growth percent below 10; inactive means the rest.

(1) CCCCOC(=O)c1ccc(NC(=O)C(C)N2CCOCC2)cc1 (stereo not drawn)
(2) CCN1CCN(C(=O)[C@]23CCC(C)(C)C[C@H]2C2=CC[C@@H]4[C@@]5(C)CCC(=O)NC(C)(C)[C@@H]5CC[C@@]4(C)[C@]2(C)CC3)CC1
(3) Oc1ccc(C2CCc3ccccc32)cc1 (stereo not drawn)
(4) COCCNc1nc2ccccc2c2c(=O)c3cc(F)ccc3sc12
(5) COc1ccc(-c2nc(SCC(C)C)nc(N/N=C(/C)c3ccc(C)cc3)c2C#N)cc1
(6) CN[C@@H](C)C(=O)N[C@H]1CCS[C@H]2CC(C)(C)[C@@H](C(=O)N[C@H]3c4ccccc4C[C@H]3OCC#CC#CCO[C@@H]3Cc4ccccc4[C@@H]3NC(=O)[C@H]3N4C(=O)[C@@H](NC(=O)[C@H](C)NC)CCS[C@H]4CC3(C)C)N2C1=O

assay / compound	1	2	3	4	5	6
CAKI-1	·	65	57	95	85	100
ACHN	·	82	91	88	84	106
A498	100	100	95	72	59	·
OVCAR-4	124	70	89	101	94	-33*
OVCAR-3	102	75	108	105	103	86
OVCAR-8	96	72	·	92	86	77
RXF 393	102	88	·	102	79	2.2*
OVCAR-5	112	87	107	101	93	109

(7) O=C(O)[C@@H]1c2ccccc2C(=O)N(c2ccccc2)[C@H]1c1ccccc1
(8) CC1(C)CC[C@]2(C(=O)O)CC[C@]3(C)C(=CCC4[C@@]5(C)C[C@@H](O)[C@@H]6OC(c7cccs7)OC[C@@]6(C)C5CC[C@]43C)C2C1 (stereo partly drawn)
(9) CC(C)(C)OC(=O)N1C/C(=C\c2ccco2)C(=O)/C(=C/c2ccco2)C1
(10) O=C(NC1CCCCC1)c1ccc([N+](=O)[O-])cc1
(11) CS(=O)(=O)Nc1ccc(C(=O)N/N=C/c2c[nH]c3ccccc23)cc1
(12) COC(=O)c1ccc([N+](=O)[O-])cc1

assay / compound	7	8	9	10	11	12
CAKI-1	98	79	90	79	87	107
ACHN	106	58	99	102	98	108
A498	·	·	99	99	105	103
OVCAR-4	107	99	92	99	109	106
OVCAR-3	114	98	111	110	·	107
OVCAR-8	90	82	98	103	103	104
RXF 393	·	101	110	106	107	112
OVCAR-5	99	104	110	111	97	108

(13) CC(C)(C)CC(C)(C)Nc1c(-c2c(O)c3ccccc3oc2=O)nc2c(Cl)cc(C(F)(F)F)cn12
(14) CN1CCN(CC#CCOC(=O)CNC(=O)[C@]23CCC(C)(C)C[C@H]2C2=CC[C@@H]4[C@@]5(C)CC[C@H](O)C(C)(C)[C@@H]5CC[C@@]4(C)[C@]2(C)CC3)CC1
(15) NC(N)=N/N=C/c1ccccc1Cl
(16) O=C(CCc1nnc2sc(-c3ccc(O)cc3)nn12)c1nc2ncccc2[nH]1
(17) CC(=O)c1sc(/N=C2\NC(=O)/C(=C/c3cn(Cc4ccccc4)c4ccccc34)S2)nc1C
(18) CCc1c(C)c2cc3c(oc(=S)n3C(C)C)c(C)c2oc1=O

assay / compound	13	14	15	16	17	18
CAKI-1	88	·	96	84	·	·
ACHN	97	92	109	90	112	·
A498	62	69	74	100	85	91
OVCAR-4	100	105	117	102	102	78
OVCAR-3	112	95	103	105	102	98
OVCAR-8	102	81	96	94	101	95
RXF 393	110	78	100	111	107	105
OVCAR-5	109	101	108	92	102	105

(19) COC(=O)NNc1ccc([N+](=O)[O-])cc1
(20) CCOC(=O)[C@@]12CCCC=C1N1c3cc(Cl)ccc3-c3ccnn3[C@@H]1CC2
(21) CC(C)CC(=O)CCCc1ccccn1
(22) COc1cccc(-c2nc3sccn3c2-c2ccnc(NCCCNS(=O)(=O)c3cccc(F)c3)c2)c1
(23) CN1CCN(Cc2ccc(NC(=O)c3cncc(C#Cc4cnc5ccc(N6CCSCC6)nn45)c3)cc2C(F)(F)F)CC1
(24) Cc1ccc(Oc2nc3sc4c(C)ccc(C)c4n3c(=O)c2C#N)cc1

assay / compound	19	20	21	22	23	24
CAKI-1	87	65	·	20	-27*	106
ACHN	102	84	·	21	-91*	96
A498	73	94	101	64	-82*	81
OVCAR-4	105	80	112	20	-14*	87
OVCAR-3	100	98	111	40	-60*	85
OVCAR-8	94	88	104	14	-68*	108
RXF 393	·	102	99	67	-87*	114
OVCAR-5	102	100	111	59	-22*	98

(25) CCCn1cnc2c(c1=N)C(c1ccc(Cl)cc1)c1sc3c(F)cccc3c1O2 (stereo not drawn)
(26) CC(C)(C)c1cc(C(C)(C)C)cc(S(=O)(=O)N2CCC[C@H]2C(=O)NCCN)c1
(27) O=P1(NC2CCCCC2)OCC2(CO1)COP(=O)(NC1CCCCC1)OC2 (stereo not drawn)
(28) Cc1cnccn1
(29) CCCC1CC(C(C)=O)C(=O)O1 (stereo not drawn)
(30) O=C1O/C(=C\c2ccccc2)c2c(Br)c(Br)c(Br)c(Br)c21

assay / compound	25	26	27	28	29	30
CAKI-1	71	80	102	·	·	98
ACHN	84	106	105	98	105	92
A498	95	30	114	99	68	114
OVCAR-4	66	98	101	101	101	119
OVCAR-3	81	97	113	101	104	99
OVCAR-8	86	92	100	100	93	103
RXF 393	72	80	118	105	118	107
OVCAR-5	82	98	97	103	100	98

(31) Cc1cc(C)c(/C=C2\C(=O)Nc3ccc(NC(=O)CCCCC(=O)Nc4ccccc4N)cc32)[nH]1
(32) COc1ccc2c(c1)sc1nc(-c3ccccc3)c(-c3c(OC)cccc3OC)n12
(33) COc1cc(NC2CCCCC2O)c2nc(-c3ccc(Cl)cc3)ccc2c1 (stereo not drawn)
(34) O=c1c2ccccc2nc(N/N=C/c2ccc(N3CCCCC3)cc2)n1-c1ccccc1
(35) OCc1nc2nc(Cl)c(Cl)nc2[nH]1
(36) O=[N+]([O-])c1c(S(=O)(=O)O)cc2cc(S(=O)(=O)O)ccc2c1[N+](=O)[O-]

assay / compound	31	32	33	34	35	36
CAKI-1	89	54	61&47	104	90	94
ACHN	88	72	87&84	104	94	99
A498	101	67	101	103	76	106
OVCAR-4	72	64	77&76	114	105	114
OVCAR-3	95	78	112&88	112	116	104
OVCAR-8	86	85	90&86	100	100	114
RXF 393	91	96	68&39	101	120	109
OVCAR-5	99	93	95&107	102	97	97

(37) O=C1/C(=C/c2ccc(Br)cc2)SC(=NC2CCCCC2)N1Nc1ccccc1
(38) Cc1nc(NC(=O)COc2cccc(/C=C3\Cc4ccc(Cl)cc4C3=O)c2)sc1C
(39) CCN(CC)Cc1ccc(-c2nn3c(=O)c(Cl)c(C)nc3s2)cc1
(40) CCn1c(SCC(=O)c2ccc(OC)cc2)nnc1-c1ccncc1
(41) Cc1ccc(N(C(=O)CCc2c[nH]c3ccccc23)[C@H](C(=O)Nc2cccc([N+](=O)[O-])c2)c2ccc(O)cc2)cc1
(42) CC1(C)CC(=O)C2=C(C1)N(c1ccc(OC(F)(F)F)cc1)C(N)=C(C#N)C2c1cccc(Br)c1 (stereo not drawn)

assay / compound	37	38	39	40	41	42
CAKI-1	88	77	101	89	95	58
ACHN	101	93	92	109	96	77
A498	91	107	99	88	62	64
OVCAR-4	91	97	92	110	105	55
OVCAR-3	97	97	103	112	106	78
OVCAR-8	92	·	100	108	97	86
RXF 393	101	124	110	115	96	70
OVCAR-5	109	107	94	106	107	77

(43) c1ccc(-c2nc(-c3nc4ccccc4[nH]3)c3ccccn23)cc1
(44) CC1(c2ccc(OC(F)F)cc2)NC(=O)N(CC(=O)NCc2ccc3c(c2)OCO3)C1=O (stereo not drawn)
(45) CC(C)COC1OCCCC1C(OCC(C)C)C(C)C (stereo not drawn)
(46) O=C(CN1C(=O)/C(=C/c2ccccc2Cl)SC1=S)N1CCOCC1
(47) O=C(Oc1ccc(-c2ccccc2)cc1)c1ccco1
(48) CC(C)(C)[N+](Cc1ccccc1)(Cc1ccccc1)Cc1ccccc1

assay / compound	43	44	45	46	47	48
CAKI-1	87	121	97	91	89	84
ACHN	83	103	102	61	95	108
A498	87	93	118	119	110	·
OVCAR-4	68	88	93	78	103	99
OVCAR-3	98	114	103	77	113	109
OVCAR-8	78	98	102	97	104	100
RXF 393	88	100	104	77	101	106
OVCAR-5	108	97	·	98	95	110

(49) Cc1c(C(CC(=O)O)c2ccccc2)c(=O)[nH]n1-c1ccccc1 (stereo not drawn)
(50) CC(C)CSc1nc(N/N=C/c2cc(Cl)ccc2O)c(C#N)c(-c2ccc(Cl)cc2)n1
(51) CC(=O)N1N=C(c2ccc(Cl)cc2)CC1c1c(C)nn(-c2ccccc2)c1N1CCOCC1 (stereo not drawn)
(52) CC1(C)CC(=O)NC1=O
(53) CN(C)CCCN(Cc1ccccc1O)C(=S)Nc1ccc(Cl)cc1
(54) S=C=Nc1ccc2ccccc2c1

assay / compound	49	50	51	52	53	54
CAKI-1	97	77	·	94	100	88
ACHN	102	88	102	98	95	100
A498	110	113	84	82	77	·
OVCAR-4	107	90	86	102	111	·
OVCAR-3	113	92	103	103	112	114
OVCAR-8	100	86	87	99	98	105
RXF 393	107	91	97	98	93	110
OVCAR-5	99	89	105	95	110	107

(55) Nc1nc2c(c(=O)[nH]1)N(C=O)C(CNc1ccc(C(=O)N[C@@H](CCC(=O)O)C(=O)O)cc1)CN2 (stereo partly drawn)
(56) N#Cc1cccc(-c2nc(N)nc(Nc3ccccc3SSc3ccccc3Nc3nc(N)nc(-c4cccc(C#N)c4)n3)n2)c1
(57) CCCCCC1=CC(=O)C=C(OC)C12C(=O)Oc1cc(O)c(C(=O)O)c(CCCCC)c12 (stereo not drawn)
(58) O=C(c1cccc(Cl)n1)c1c[nH]c2ccccc12
(59) CCCCCCCCc1ccc(C(=O)Nc2ccc(C)cc2C(=O)O)cc1OC
(60) O=S(=O)(O)c1c(O)ccc2ccccc12

assay / compound	55	56	57	58	59	60
CAKI-1	94&102	58	·	75	85	90
ACHN	93&104	87	·	90	86	107&100
A498	118	79	105	88	106	127&98
OVCAR-4	86&109	71	108	87	99	104
OVCAR-3	115&112	112	97	91	113	102&104
OVCAR-8	105	102	110	94	97	104&113
RXF 393	39&127	65	117	102	110	120&115
OVCAR-5	182&121	100	121	110	98	108&118

Some of these compounds in order of heavy-atom count, lowest first:
(54) S=C=Nc1ccc2ccccc2c1
(60) O=S(=O)(O)c1c(O)ccc2ccccc12
(58) O=C(c1cccc(Cl)n1)c1c[nH]c2ccccc12
(47) O=C(Oc1ccc(-c2ccccc2)cc1)c1ccco1
(49) Cc1c(C(CC(=O)O)c2ccccc2)c(=O)[nH]n1-c1ccccc1 (stereo not drawn)
(53) CN(C)CCCN(Cc1ccccc1O)C(=S)Nc1ccc(Cl)cc1
(48) CC(C)(C)[N+](Cc1ccccc1)(Cc1ccccc1)Cc1ccccc1
(59) CCCCCCCCc1ccc(C(=O)Nc2ccc(C)cc2C(=O)O)cc1OC

assay / compound	54	60	58	47	49	53	48	59
CAKI-1	88	90	75	89	97	100	84	85
ACHN	100	107&100	90	95	102	95	108	86
A498	·	127&98	88	110	110	77	·	106
OVCAR-4	·	104	87	103	107	111	99	99
OVCAR-3	114	102&104	91	113	113	112	109	113
OVCAR-8	105	104&113	94	104	100	98	100	97
RXF 393	110	120&115	102	101	107	93	106	110
OVCAR-5	107	108&118	110	95	99	110	110	98

(50) CC(C)CSc1nc(N/N=C/c2cc(Cl)ccc2O)c(C#N)c(-c2ccc(Cl)cc2)n1
(57) CCCCCC1=CC(=O)C=C(OC)C12C(=O)Oc1cc(O)c(C(=O)O)c(CCCCC)c12 (stereo not drawn)
(51) CC(=O)N1N=C(c2ccc(Cl)cc2)CC1c1c(C)nn(-c2ccccc2)c1N1CCOCC1 (stereo not drawn)
(55) Nc1nc2c(c(=O)[nH]1)N(C=O)C(CNc1ccc(C(=O)N[C@@H](CCC(=O)O)C(=O)O)cc1)CN2 (stereo partly drawn)

assay / compound	50	57	51	55
CAKI-1	77	·	·	94&102
ACHN	88	·	102	93&104
A498	113	105	84	118
OVCAR-4	90	108	86	86&109
OVCAR-3	92	97	103	115&112
OVCAR-8	86	110	87	105
RXF 393	91	117	97	39&127
OVCAR-5	89	121	105	182&121

Other structures.
(61) CC(=O)Cc1ccc([N+](=O)[O-])cc1[N+](=O)[O-]
(62) Clc1ccc2c(c1)c(-c1ccccc1)nc1nncn12
(63) Cc1ccc(-c2nnc(SCc3ccc(O)c4ncccc34)o2)cc1
(64) COc1ccc(-c2cc(C(=O)c3cc(C)c(C)cc3O)cn(NC(=O)OC(C)(C)C)c2=O)cc1
(65) CCCCCCCCC(CC)(CC)C(=O)O
(66) O=C(CSc1nnc(-c2ccc(-c3nc4ccccc4[nH]3)cc2)o1)Nc1ccc(Br)cc1

assay / compound	61	62	63	64	65	66
CAKI-1	98	105	25	86	95	25
ACHN	97	117	10	100	103	-61*
A498	94	·	37	96	107	109
OVCAR-4	122	121	16	76	91	54
OVCAR-3	124	110	28	109	113	34
OVCAR-8	111	106	12	84	106	4.5*
RXF 393	124	135	·	80	96	-62*
OVCAR-5	102	115	58	106	102	45

(67) COc1ccc2c(c1)CCC1=C2CCC2(C)C(=O)CC=C12 (stereo not drawn)
(68) O=C(Nc1ccc(N2CCNCC2)cc1)c1[nH]ncc1Nc1ncnc2sc3c(c12)CCC3
(69) CC1=NN(c2nc(-c3ccco3)c(C#N)c(=O)n2C)C(=O)C1N=Nc1ccc(C(=O)O)cc1 (stereo not drawn)
(70) COc1ccc([C@@H]2[C@H](C(=O)O)c3ccccc3C(=O)N2c2ccc(OC)cc2)cc1

assay / compound	67	68	69	70
CAKI-1	68	-93*	97	81
ACHN	89	-99*	94	95
A498	132	17	103	111
OVCAR-4	85	16	88	98
OVCAR-3	141	-82*	110	99
OVCAR-8	78	-44*	94	98
RXF 393	78	-91*	116	103
OVCAR-5	122	-88*	83	102
